KB-V1 cytotox: KB-V1 MDR subline cytotoxicity. KB-V1 MDR cells viability, CellTiter-Glo, 72 h. 400,000 tested, 3.4% active. Potency, µM (doses to about 46.1 µM), without a hit: at the highest dose activity change, negative = cytotoxicity, usual class: cytotoxic. AID 1347076; further: potency means the concentration at half of the fitted maximal effect; on the % scale 0 is the no-effect control and ±100 the full control effect; nearly all actives have a fitted effect of over 60% in size
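qHTS viability screen in drug-selected KB-V1 MDR cells: 72 h compound treatment at 37 degrees C, ATP luminescence end point.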
MCF10A rerep: induces DNA re-replication in MCF 10a normal breast cells | MCF 10A DNA re-replication, Hoechst nuclear intensity, 48 h | Potency, µM (highest dose often 46.1 µM), without a hit: at the highest dose activity, positive = re-replication, most hits filed as activators | 350,000 tested, 2.9% active; further: potency means the concentration at half of the fitted maximal effect; % of control where 0% means no effect; nearly all actives have a fitted effect of over 50% in size
IL1B secr inh: inflammasome signaling inhibition, IL-1 beta readout | AID 743279 | activity change, % at 57.5 µM | THP-1 LPS/ATP IL-1B secretion, AlphaLISA, 16 h; hits give low values | 360,000 tested, 4.7% active; in the data active means activity change below about -50%; inconclusive means mostly about -30% to -49%; further: on the % scale 0 is the no-effect control and ±100 the full control effect
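THP-1 cells pretreated 1 hr with compounds (up to 57.5 uM final), then stimulated with LPS (250 ng/mL final) plus ATP (1.25 mM final); secreted IL-1B measured by AlphaLISA after 16 hr, decreased signal indicating inhibition.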
HT1080 IDH1KD tx: kills HT-1080 cells with IDH1 knockdown | 360,000 tested, 2% active | Potency, µM (doses to about 46.1 µM), for inactives: at the highest dose activity, negative = toxicity, hits mostly cytotoxic | HT-1080 IDH1 knockdown viability, ATP luminescence, 48 h;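 further: potency means the concentration at half of the fitted maximal effect; 0% = DMSO wells and -100% = cell-free medium wells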
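% activity derives from luminescence (CellTiter-Glo), normalised to DMSO and no-cell wells. HT-1080-IDH1KD cells, 750/well, had 48 h compound exposure at 37 °C.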
KB-3-1 tox: KB-3-1 parental cell cytotoxicity; KB-3-1 viability, CellTiter-Glo ATP luminescence, 72 h; Potency, µM (top dose mostly 46.1 µM), without a hit: at the highest dose activity change, negative = cytotoxic, hits mostly cytotoxic; 400,000 tested, 1.4% active; further: potency means the concentration at half of the fitted maximal effect; on the % scale 0 is the no-effect control and ±100 the full control effect; nearly all actives have a fitted effect of over 60% in size
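Cytotoxicity in the drug-sensitive parental line KB-3-1 was scored as loss of CellTiter-Glo luminescence following 72 h incubation with compound. Values come from curve fitting of normalized concentration-response data.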
SW480 rereplic: DNA re-replication induction in SW480 cells. 340,000 tested, 1.8% active. Potency, µM (doses to about 46.1 µM), for inactives: top-dose re-replication activation, hits mostly activators. SW480 DNA re-replication, Hoechst DNA content imaging, 48 h; further: potency means the concentration at half of the fitted maximal effect; % of control where 0% means no effect; nearly all actives have a fitted effect of over 55% in size
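Readout is total intensity of Hoechst-stained nuclei, excited at 405 nm and collected at 500-530 nm. Compound treatment lasted 48 hr at 37 C in 5% CO2 before staining.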
HT1080-NT tox: kills 2HG-producing HT-1080-NT fibrosarcoma cells. HT-1080-NT fibrosarcoma viability, CellTiter-Glo ATP luminescence, 48 h. Potency, µM (top dose mostly 46.1 µM), for inactives: top-dose activity, negative = less viability, usual class: cytotoxic. 360,000 tested, 1.6% active;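 further: NT is the 2HG producing partner of a matched IDH1 knockdown line; potency means the concentration at half of the fitted maximal effect; 0% = DMSO-treated cells and -100% = media-only wells without cells; nearly all actives have a fitted effect of over 55% in size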
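Fibrosarcoma NT cells, 750 per well in 5% FBS RPMI, were exposed to compound for 48 hours. Viability: CellTiter-Glo luminescence.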
ATXN2 expr inh: reduces ATXN2 reporter expression in HEK-293 cells; HEK-293 ATXN2-luciferase reporter, luminescence, 24 h; Potency, µM (top dose mostly 57 µM), for inactives: top-dose activity change, negative = inhibition, actives largely listed as inhibitors; 360,000 tested, 0.72% active; AID 1745845; further: potency means the concentration at half of the fitted maximal effect; on the % scale 0 is the no-effect control and ±100 the full control effect; nearly all actives have a fitted effect of over 55% in size
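qHTS (up to 57 uM final) was run with 24 h compound exposure of reporter cells at 37 °C. Each well was multiplexed: SteadyGlo luminescence measured ATXN2-luciferase expression after a fluorogenic Gly-Phe-AFC viability readout (25 uM final).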
S2 tox: viability counter-screen for ATXN expression inhibitors; S2 cells (HEK-293 line with an ATXN2-luciferase reporter) viability, CellTiter-Fluor protease fluorescence, 24 h; Potency, µM (doses to about 56.7 µM), most hits filed as cytotoxic; 400,000 tested, 0.49% active; further: potency means the concentration at half of the fitted maximal effect; nearly all actives have a fitted effect of over 40% in size
* marks the source's active call; other numbers are inactive results; i = inactive; ? = inconclusive; . = not tested or not shown; [ ] = remark or other dose. Unless noted, the call rests on the fitted dose curve; in most records, active means well fitted curve in the direction sought with a large enough effect; inconclusive means small, poorly fitted or top-dose-only effect, or another doubt; inactive means no such curve, though single readings can be large; an effect the other way counts as inactive or inconclusive.

SMILES	KB-V1 cytotox	MCF10A rerep	IL1B secr inh	HT1080 IDH1KD tx	KB-3-1 tox	SW480 rereplic	HT1080-NT tox	ATXN2 expr inh	S2 tox
CCOC(=O)Cn1c(=O)n(-c2cccc(Cl)c2)c2nc(-c3ccccc3Cl)nc(C(N)=O)c21	-37%	.	.	.	8%	.	.	-11%	i
CCc1ccc(NC(=O)c2cnn(-c3ccccc3)c2C2CCNCC2)cc1	-2%	-5%	1	8%	1%	-6%	11%	-19%	i
COCCNC(=O)/C(C#N)=C/c1c(N2CCN(C)CC2)nc2c(C)cccn2c1=O	10%	-6%	8	2%	-16%	21µM*	4%	6%	.
CC1CCN(Cc2ccc(NC(=O)CC3Oc4ccccc4NC3=O)cc2)CC1 (configuration not stated)	?	24%	6	2%	22%	-1%	0%	9%	i
O=C(COC(=O)c1nc(Cl)ccc1Cl)NCCc1ccccc1	?	3%	23	4%	5%	-30%[inhibitor]	2%	-5%	i
S=C(NCc1ccccc1)Nc1ccc(Cl)cc1	-26%	12%	?	-10%	-24%	9%	-4%	15%	i
N#Cc1ccccc1CCN1C(=O)c2ccccc2C1=O	13%	-8%	12	21%	15%	-11%	1%	5%	i
Fc1ccc(CO/N=C2\CCCc3nonc32)cc1	-10%	-1%	0	-7%	-16%	1%	-10%	13%	i
CN1C(=O)C2(c3ccccc31)N(C)CC(c1ccccc1)C21SC(=S)N(Cc2ccco2)C1=O (configuration not stated)	6%	?	0	4%	-18%	?	6%	-6%	i
N#C/C(=C/c1ccccc1[N+](=O)[O-])C(=O)NCc1ccco1	-1%	17%	-3	3%	-5%	4%	1%	-2%	?
O=C(Nc1nc2c(c(=O)[nH]1)CCCC2)C1CC1	2%	14%	8	-29%	12%	1%	-12%	6%	i
COc1cccc(N2CCN(C(=S)Nc3ccc(C)cc3C)CC2)c1	-3%	12%	-17	3%	3%	3%	-10%	.	i
O=C(Nc1ccccc1F)Nc1cc(Cl)ccc1-n1cncn1	-23%	0%	-3	9%	-3%	-11%	-3%	-6%	i
COc1cccc(Sc2cc(N3CCOCC3)nc(-c3ccccc3)n2)c1	?	?	-13	-10%	3%	96%	-2%	1%	i
Cc1cc(/C=C2\SC(=O)N(CC(=O)Nc3ccccc3F)C2=O)c(C)n1C	-22%	6%	-17	?	-14%	2%	-1%	-10%	i
CSc1nnc(-c2ccccc2)c(-c2ccccc2)n1	?	4%	20	5%	5%	-17%	9%	7%	i
O=C(CNC(=O)c1ccccc1)N/N=C/c1cn[nH]c1-c1ccccc1	20%	0%	14	17%	-2%	-5%	17%	-3%	i
CCOC(=O)C1Nc2ccc(C)cc2C2C=CCC12 (configuration not stated)	-2%	28%	-13	-8%	9%	0%	-9%	-5%	i
CCC(=O)Nc1sc2c(c1C#N)CCC2	0%	-3%	24	0%	6%	-3%	12%	-13%	i
Cc1nnsc1S(=O)(=O)c1ccccc1	17%	10%	-9	-5%	2%	2%	-3%	2%	i
CCOc1ccccc1NC(=O)c1cc2ccccc2oc1=O	10%	?	3	1%	0%	?	-3%	3%	i
O=C(COc1ccc(C(=O)NCCN2CCOCC2)cc1)Nc1cccc(C(F)(F)F)c1	0%	9%	15	-6%	0%	1%	-4%	-7%	i
CC(C)C(NS(=O)(=O)c1ccccc1)C(=O)OCC(=O)NNC(=O)c1ccccc1 (configuration not stated)	?	-2%	-3	17%	1%	1%	16%	12%	i
CC(=O)c1noc(C)c1C(=O)Nc1nccs1	-15%	1%	13	10%	7%	-3%	9%	5%	i
CCCCOc1ccc(C2c3c(oc4ccccc4c3=O)C(=O)N2c2nc(C)c(C(=O)OCC)s2)cc1OC (configuration not stated)	16%	.	.	.	?	.	.	4%	i
COc1ccc(C#Cc2ccc3c(c2)c(=O)c2ccccc2n3C)cc1	16%	?	59	8%	8%	-4%	3%	7%	i
COc1ccccc1Cn1c(-c2ccccc2OC)nc2ccccc21	-10%	8%	?	-16%	-22%	1%	-12%	2%	i
CCCCCSc1ncccc1C(=O)O	14%	-3%	21	7%	13%	-18%	2%	-5%	i
O=C(COc1ccc(-n2cnnn2)cc1)Nc1ccc(F)c(Cl)c1	26%	-16%	5	-15%	15%	-7%	?	-6%	i
COc1cccc(CN2CCN(CCCc3ccccc3)C(CCO)C2)c1O (configuration not stated)	?	24%	0	2%	-10%	?	-3%	-31%	i
Cn1c(=O)c(=O)n(C)c2cc(N3CCCC3)c(NS(=O)(=O)c3ccc(Cl)cc3)cc21	13%	0%	-15	-6%	1%	-1%	-10%	.	i
O=C(O)C1C2CC(C(Br)C2Br)C1C(=O)O (configuration not stated)	.	-3%	9	2%	.	4%	0%	-3%	i
CCCCOC(=O)c1ccc(NC(=O)CSc2nc3c(c(=O)[nH]2)CCC3)cc1	10%	.	.	.	8%	.	.	12%	i
CCC(C)(C)n1nnnc1C(c1ccc(F)cc1)N1CCC(C(N)=O)CC1 (configuration not stated)	-5%	2%	-3	0%	-11%	7%	-12%	-19%	.
Cc1ccc(CNC(=O)c2ccc(OCC(C)C)cc2)n1C	7%	1%	18	-4%	4%	3%	0%	10%	i
O=C(NCc1ccccc1)C12CC3CC(CC(C3)C1)C2	18%	350%[0.0737 µM]	-10	15%	7%	12%	3%	0%	i
O=C(CN1CCOCC1)Nc1cc(C(F)(F)F)ccc1Cl	?	13%	-4	9%	-14%	12%	-10%	-7%	i
CCCC(=O)Nc1nnc(Sc2ccc(N(C)C)cc2)s1	3%	7%	34	1%	-22%	-2%[9.22 µM]	-5%	-3%	i
CC(O)(c1ccc(Cl)cc1)C(c1ccccc1)c1ccccn1 (configuration not stated)	?	6%	-2	6%	1%	0%	4%	-12%	i
CC(C)(C)OC(=O)NN1CC(=O)N2[C@@H](Cc3c([nH]c4ccccc34)C2(C)C)C1=O	-2%	4%	23	-12%	21%	-2%	0%	-9%	i

Part of the list above, field by field.
O=C(O)C1C2CC(C(Br)C2Br)C1C(=O)O (configuration not stated)
  KB-V1 cytotox = .; MCF10A rerep = -3%; IL1B secr inh = 9; HT1080 IDH1KD tx = 2%; KB-3-1 tox = .; SW480 rereplic = 4%; HT1080-NT tox = 0%; ATXN2 expr inh = -3%; S2 tox = i

CCCCOC(=O)c1ccc(NC(=O)CSc2nc3c(c(=O)[nH]2)CCC3)cc1
  KB-V1 cytotox = 10%; MCF10A rerep = .; IL1B secr inh = .; HT1080 IDH1KD tx = .; KB-3-1 tox = 8%; SW480 rereplic = .; HT1080-NT tox = .; ATXN2 expr inh = 12%; S2 tox = i

CC(C)(C)OC(=O)NN1CC(=O)N2[C@@H](Cc3c([nH]c4ccccc34)C2(C)C)C1=O
  KB-V1 cytotox = -2%; MCF10A rerep = 4%; IL1B secr inh = 23; HT1080 IDH1KD tx = -12%; KB-3-1 tox = 21%; SW480 rereplic = -2%; HT1080-NT tox = 0%; ATXN2 expr inh = -9%; S2 tox = i

O=C(CN1CCOCC1)Nc1cc(C(F)(F)F)ccc1Cl
  KB-V1 cytotox = ?; MCF10A rerep = 13%; IL1B secr inh = -4; HT1080 IDH1KD tx = 9%; KB-3-1 tox = -14%; SW480 rereplic = 12%; HT1080-NT tox = -10%; ATXN2 expr inh = -7%; S2 tox = i

Copied from the results shown (4 entries):
SMILES	KB-V1 cytotox	MCF10A rerep	IL1B secr inh	HT1080 IDH1KD tx	KB-3-1 tox	SW480 rereplic	HT1080-NT tox	ATXN2 expr inh	S2 tox
O=C(CN1CCOCC1)Nc1cc(C(F)(F)F)ccc1Cl	?	13%	-4	9%	-14%	12%	-10%	-7%	i
CCCC(=O)Nc1nnc(Sc2ccc(N(C)C)cc2)s1	3%	7%	34	1%	-22%	-2%[9.22 µM]	-5%	-3%	i
CC(O)(c1ccc(Cl)cc1)C(c1ccccc1)c1ccccn1 (configuration not stated)	?	6%	-2	6%	1%	0%	4%	-12%	i
CC(C)(C)OC(=O)NN1CC(=O)N2[C@@H](Cc3c([nH]c4ccccc34)C2(C)C)C1=O	-2%	4%	23	-12%	21%	-2%	0%	-9%	i

Next section.
SMILES	KB-V1 cytotox	MCF10A rerep	IL1B secr inh	HT1080 IDH1KD tx	KB-3-1 tox	SW480 rereplic	HT1080-NT tox	ATXN2 expr inh	S2 tox
C=CCSc1nnc(NC(=O)C2=COCCO2)s1	-1%	0%	10	5%	-1%	-3%	6%	2%	i
Cc1ccc(C)c(Nc2nc(N)c3ccccc3n2)c1	-5%	23%	.	-21%	?	-2%	-10%	-7%	i
CCOc1ccc(NC(=O)CNC(=O)c2nn(-c3ccc(OC)c(OC)c3)c(=O)c3ccccc23)cc1	8%	-5%	-2	4%	19%	-35%[inhibitor]	11%	2%	i
CCc1nnc(NC(=O)CCC(=O)N2CCN(C3c4ccccc4-c4ccccc43)CC2)s1	?	3%	-6	-12%	12%	0%	-15%	5%	i
Cc1cc(C)nc(NS(=O)(=O)c2ccc(NC(=O)c3ccc4c(c3)OCCO4)cc2)n1	3%	7%	-8	2%	-6%	0%	-1%	-10%	i
Cc1cc(Cn2nc(-c3ccccc3)cc2C(=O)NCc2cccs2)on1	-22%	-8%	-16	-3%	-5%	-1%	-10%	4%	i
Cc1ccc(S(=O)(=O)N2C[C@H]3n4c(=O)ccc(=O)n4C[C@H](OC(=O)Nc4c(C)noc4C)[C@@]3(O)C2)cc1	-21%	.	-4	-5%	-23%	.	15%	6%	i
COCCCNC(=O)CSc1nc2c(sc3ccccc32)c(=O)n1CCc1ccccc1	12%	.	.	.	-3%	.	.	9%	i

Compound activity deposited in PubChem by National Center for Advancing Translational Sciences (NCATS).

Rows are unselected; 11% or so of the library scored in one or more.
